Screening results: PubChem BioAssay, several laboratories
NRP1-CendR mod: modulators of CendR peptide binding to human neuropilin-1; O14786; FAM-RPARPAR peptide binding to NRP-1, fluorescence polarization; inhibition, % at 25 µM; hit rate 0.85% among 360,000; AID 602438;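 active = inhibition or corrected inhibition above about 18%, plus a signal ratio from 0.5 to 1.5, limit read from the data, passing the limit was not always enough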; also: strong numbers were not always called active
MT1-MMP act inh: inhibitors of human MT1-MMP activation. P50281. HT1080 RFP-PRO-GFP cells, GFP/RFP ratio fluorescence, overnight; percent of plate control window, DMSO zero. GFP/RFP ratio change, % at 20 µM. hit rate 0.061% among 360,000;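 active = GFP/RFP ratio change of at least 30% with cell ATP level not reduced by more than half and red fluorescence within 50% of control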; also: strong numbers were not always called active
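Assay system: HT1080 cells carrying an RFP-PRO-GFP reporter | Dosing: Single dose of 20 µM compound, 1% DMSO final | Incubation: Cells overnight before dosing, compound overnight, 37 °C, 5% CO2 | Evaluation: GFP/RFP fluorescence ratio | Control set: DMSO and RFP-L50D-GFP cell wells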
PABP1 MLLE inh: inhibitors of microRNA-mediated deadenylation, human PABP1 MLLE binding. GST-MLLE / FITC-PAM2 fluorescence polarization. AID 588489. hit rate 0.36% among 360,000. P11940. inhibition, % at 20 µM; in the data active = inhibition above about 35%, passing the limit was not always enough;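 also: plate controls were DMSO wells with GST-MLLE for no effect and wells lacking GST-MLLE protein for full effect; some results filed as inactive read as strong as hits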
Neddylation inh: cullin neddylation inhibition; P61081+Q13564; hit rate 0.58% among 360,000; TR-FRET cullin neddylation, biochemical; calls only at 25 µM; in the data active = inhibition above about 36%
MsrA act: bovine methionine sulfoxide reductase A activation; purified bovine MsrA, absorbance read-out; activation, % at 10.6 µM; hit rate 0.3% among 360,000; in the data active = activation above about 7.5%;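 also: 0% = vehicle and 100% = reference activator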
FAS TE block: inhibitors of human fatty acid synthase thioesterase domain; AID 602261; recombinant FAS-TE, OMFH fluorogenic substrate, fluorescence endpoint; P49327; inhibition, % at 15 µM; hit rate 0.67% among 360,000;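 active = compounds whose normalised, plate-corrected inhibition of enzyme fluorescence in the single-dose primary screen is 50% or more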;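 also: 0% = DMSO with enzyme and 100% = substrate without enzyme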
Rin1 Abl inh: human Rin1-Abl interaction inhibition; P00519+Q13671; TR-FRET Rin1/Abl binding, biochemical; inhibition, % at 7.35 µM; hit rate 0.4% among 360,000; AID 588664; in the data active = inhibition above about 5%, passing the limit was not always enough
SKN-1 block: blocks SKN-1 activity in C. elegans; C. elegans VP596 Pgst-4::GFP/RFP ratio, acrylamide-induced, 24 h; inhibition, % at 21.8 µM; hit rate 0.49% among 360,000;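 active = interference check ratio from 0.5 to 1.5 plus GFP to RFP signal ratio inhibition reaching or exceeding a fixed threshold, cut at about 30% in these data, passing the limit was not always enough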; also: some compounds called inactive have numbers as strong as hits
eLon inh: inhibits E. coli Lon protease | P0A9M0 | purified E. coli Lon protease, fluorescence polarization | inhibition, % at 7.94 µM | hit rate 0.42% among 360,000; in the data active = inhibition above about 13%, passing the limit was not always enough;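 also: 0% = enzyme with probe and DMSO and 100% = no enzyme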
Starred values were filed as active, the others as inactive.

Results for CCOc1ccccc1NC(=O)C(NCC1(N2CCCCC2)CCCCC1)c1ccccc1 (centres undefined) ?
NRP1-CendR mod: -0.3; MT1-MMP act inh: -5.8; PABP1 MLLE inh: 10.8; Neddylation inh: inactive; MsrA act: -2.4; FAS TE block: -1.1; Rin1 Abl inh: 2.0; SKN-1 block: -1.5; eLon inh: -6.6

How did CN(CCO)c1ccc(/C=N/Nc2nncc3ccccc23)cc1 do in these assays?
NRP1-CendR mod: 4.0; MT1-MMP act inh: -0.7; PABP1 MLLE inh: -1.1; Neddylation inh: inactive; MsrA act: -1.7; FAS TE block: -3.2; Rin1 Abl inh: -1.6; SKN-1 block: 10.1; eLon inh: 1.9

How did O=C(NCCCn1ccnc1)c1cc(-c2ccccc2)on1 do in these assays?
NRP1-CendR mod: 3.4; MT1-MMP act inh: 7.2; PABP1 MLLE inh: -1.8; Neddylation inh: inactive; MsrA act: -5.3; FAS TE block: -9.3; Rin1 Abl inh: 2.5; SKN-1 block: 8.9; eLon inh: 0.7

Results for Cc1cc(NC(=O)CSc2ncnc3ccccc23)no1 ?
NRP1-CendR mod: 5.0; MT1-MMP act inh: -1.6; PABP1 MLLE inh: 24.1; Neddylation inh: inactive; MsrA act: -7.6; FAS TE block: -5.0; Rin1 Abl inh: -12.2; SKN-1 block: -9.4; eLon inh: -2.9

Results for COc1ccc(C2=CSC3=NCCN23)cc1Cl ?
NRP1-CendR mod: -10.0; MT1-MMP act inh: 3.0; PABP1 MLLE inh: -49.0; Neddylation inh: inactive; MsrA act: 6.7; FAS TE block: -135.2; Rin1 Abl inh: 2.2; SKN-1 block: 11.7; eLon inh: 2.1

Results for CN(CC(=O)NCCc1ccc(F)cc1)Cc1cccs1 ?
NRP1-CendR mod: -4.6; MT1-MMP act inh: -4.9; PABP1 MLLE inh: 6.0; Neddylation inh: inactive; MsrA act: -9.8; FAS TE block: -1.2; Rin1 Abl inh: -2.9; SKN-1 block: 3.0; eLon inh: 11.5

Results for Cc1ccc(NS(=O)(=O)c2cc(N)ccc2Cl)c(C)c1 ?
NRP1-CendR mod: 0.5; MT1-MMP act inh: 1.4; PABP1 MLLE inh: -2.3; Neddylation inh: inactive; MsrA act: -1.5; FAS TE block: 1.1; Rin1 Abl inh: -3.4; SKN-1 block: -0.3; eLon inh: -4.9

Results for CCCCN(CCCC)CC(O)COc1ccc(Br)cc1 (centres undefined) ?
NRP1-CendR mod: -5.0; MT1-MMP act inh: 2.3; PABP1 MLLE inh: -5.6; Neddylation inh: inactive; MsrA act: -7.2; FAS TE block: -6.9; Rin1 Abl inh: -0.2; SKN-1 block: -22.1; eLon inh: 0.3

Results for CSCCOC(=O)C1=C(C)NC(=O)CC1c1ccccc1Cl (centres undefined) ?
NRP1-CendR mod: 9.8; MT1-MMP act inh: 4.2; PABP1 MLLE inh: 17.4; Neddylation inh: inactive; MsrA act: 0.9; FAS TE block: -1.6; Rin1 Abl inh: -1.7; SKN-1 block: 5.8; eLon inh: -6.2

Results for COc1ccc(CNc2nnnn2C)c(OC)c1 ?
NRP1-CendR mod: 14.6; MT1-MMP act inh: -2.0; PABP1 MLLE inh: 6.6; Neddylation inh: inactive; MsrA act: -1.6; FAS TE block: -5.3; Rin1 Abl inh: 2.1; SKN-1 block: 18.1; eLon inh: -7.0

How did Cc1cc(N2CCN(C(=O)Oc3ccc([N+](=O)[O-])cc3)CC2)c2ccccc2n1 do in these assays?
NRP1-CendR mod: -0.1; MT1-MMP act inh: 0.5; Neddylation inh: inactive; MsrA act: 2.2; FAS TE block: 5.7; SKN-1 block: 5.9; eLon inh: -12.4

How did CC(O)C(O)C(O)C(O)/C=N/NC(=O)c1ccccc1 (centres undefined) do in these assays?
NRP1-CendR mod: -2.1; MT1-MMP act inh: 2.1; PABP1 MLLE inh: 2.7; Neddylation inh: inactive; MsrA act: -0.5; FAS TE block: -10.9; Rin1 Abl inh: -1.2; SKN-1 block: 0.5; eLon inh: -6.8

How did Cc1cccc2c1CC(C)(C)NC2=C(C#N)C#N do in these assays?
NRP1-CendR mod: -2.4; MT1-MMP act inh: -3.7; PABP1 MLLE inh: 4.7; Neddylation inh: inactive; MsrA act: -4.4; FAS TE block: -2.8; Rin1 Abl inh: -0.5; SKN-1 block: -7.7; eLon inh: -4.2

What do the screens show for `O=C(CCS(=O)(=O)c1ccccc1)Nc1nc2cc3c(cc2s1)OCO3`?
NRP1-CendR mod: 1.1; MT1-MMP act inh: -7.6; PABP1 MLLE inh: 14.2; Neddylation inh: inactive; MsrA act: -5.4; FAS TE block: -2.3; Rin1 Abl inh: -2.9; SKN-1 block: -5.2; eLon inh: -6.2

Results for COc1ccc(N(Cc2cc3cc(OC)ccc3[nH]c2=O)C(=O)C2CCCO2)cc1 (centres undefined) ?
NRP1-CendR mod: -6.3; MT1-MMP act inh: -0.8; PABP1 MLLE inh: -12.1; Neddylation inh: inactive; MsrA act: -2.2; FAS TE block: -5.6; Rin1 Abl inh: 3.2; SKN-1 block: -4.1; eLon inh: -8.7

What do the screens show for `CCCN=C(C)C1=C(O)c2ccccc2C1=O`?
NRP1-CendR mod: 3.4; MT1-MMP act inh: 0.2; PABP1 MLLE inh: 5.7; Neddylation inh: inactive; MsrA act: -0.9; FAS TE block: -6.6; Rin1 Abl inh: -5.3; SKN-1 block: 8.4; eLon inh: -0.4

How did COc1ccc(CCNC(=S)N2CCN(S(=O)(=O)c3ccc(C)cc3)CC2)cc1 do in these assays?
NRP1-CendR mod: 1.8; MT1-MMP act inh: 3.5; PABP1 MLLE inh: -120.0; Neddylation inh: inactive; MsrA act: -5.7; FAS TE block: -0.3; Rin1 Abl inh: 3.0; SKN-1 block: -0.8; eLon inh: 1.4

What do the screens show for `CCc1ccccc1Nc1nc(N)nc(CSc2nnnn2C)n1`?
NRP1-CendR mod: 4.0; MT1-MMP act inh: -0.3; PABP1 MLLE inh: -5.8; Neddylation inh: inactive; MsrA act: -1.2; FAS TE block: -3.3; Rin1 Abl inh: 0.6; SKN-1 block: 7.0; eLon inh: 6.3

What do the screens show for `O=C(O)C1Cn2c(nc3c(c2=O)C2(CCCC2)Cc2ccccc2-3)S1` (centres undefined)?
NRP1-CendR mod: -7.5; MT1-MMP act inh: -1.2; PABP1 MLLE inh: -1.2; Neddylation inh: inactive; MsrA act: -3.1; FAS TE block: -2.0; Rin1 Abl inh: -0.4; SKN-1 block: -2.3; eLon inh: -14.0

Results for COc1ccc2c(c1)CC1c3c(cc4c(c3-2)OCO4)CC[N+]1(C)[O-] (centres undefined) ?
NRP1-CendR mod: -5.5; MT1-MMP act inh: 11.1; PABP1 MLLE inh: 20.9; Neddylation inh: inactive; MsrA act: -0.5; FAS TE block: -11.1; Rin1 Abl inh: 1.3; SKN-1 block: 0.1; eLon inh: 7.7

How did O=C(NCC(c1ccco1)N1CCCC1)c1cccc(S(=O)(=O)N2CCOCC2)c1 (centres undefined) do in these assays?
NRP1-CendR mod: 3.9; MT1-MMP act inh: 1.6; PABP1 MLLE inh: 0.2; Neddylation inh: inactive; MsrA act: -5.1; FAS TE block: -7.7; Rin1 Abl inh: 1.4; SKN-1 block: 1.3; eLon inh: 15.1

How did CCOC(=O)C1=C(COC(=O)CCS(=O)(=O)c2ccc(C)cc2)NC(=O)NC1C (centres undefined) do in these assays?
NRP1-CendR mod: 5.7; MT1-MMP act inh: 3.6; PABP1 MLLE inh: 6.5; Neddylation inh: inactive; MsrA act: -12.6; FAS TE block: -5.5; Rin1 Abl inh: -0.7; SKN-1 block: -11.7; eLon inh: 5.6

What do the screens show for `CC1(C)C2CC=C(/C=N/NC(=O)c3ccccc3O)C1C2` (centres undefined)?
NRP1-CendR mod: 14.3; MT1-MMP act inh: 5.0; PABP1 MLLE inh: -12.9; MsrA act: -0.6; FAS TE block: 9.3; Rin1 Abl inh: -0.6; SKN-1 block: 10.2; eLon inh: -1.2

What do the screens show for `COc1cc(C(=O)NCCC(=O)NCCCN2CCCCC2C)cc(OC)c1OC` (centres undefined)?
NRP1-CendR mod: -1.3; MT1-MMP act inh: -0.9; PABP1 MLLE inh: 6.7; Neddylation inh: inactive; MsrA act: -1.5; FAS TE block: -3.0; Rin1 Abl inh: 0.2; SKN-1 block: 1.1; eLon inh: -0.6

How did O=C(CCS(=O)(=O)c1ccc2c(c1)NC(=O)CO2)NCCc1ccc(Cl)cc1 do in these assays?
NRP1-CendR mod: 7.3; MT1-MMP act inh: 1.5; PABP1 MLLE inh: -1.0; Neddylation inh: inactive; MsrA act: -1.5; FAS TE block: -3.5; Rin1 Abl inh: 1.2; SKN-1 block: 9.9; eLon inh: 1.4

How did Cn1nc(C#N)c(=O)[nH]c1=O do in these assays?
NRP1-CendR mod: 19.9; MT1-MMP act inh: 0.7; PABP1 MLLE inh: -11.7; Neddylation inh: inactive; MsrA act: -2.1; FAS TE block: -8.0; Rin1 Abl inh: 0.7; SKN-1 block: 1.6; eLon inh: -8.8

Results for N#Cc1ccc(C(=O)N2CCN(S(=O)(=O)c3ccc(Cl)s3)CC2)cc1 ?
NRP1-CendR mod: 10.1; MT1-MMP act inh: -0.7; PABP1 MLLE inh: 2.8; Neddylation inh: inactive; MsrA act: -1.8; FAS TE block: -3.4; Rin1 Abl inh: 7.3; SKN-1 block: 7.3; eLon inh: -2.8

What do the screens show for `O=S(Cc1ccc(Cl)cc1)c1ncc(CO)n1Cc1ccccc1` (centres undefined)?
NRP1-CendR mod: -21.5; MT1-MMP act inh: -9.6; PABP1 MLLE inh: 7.9; Neddylation inh: inactive; MsrA act: -4.0; FAS TE block: 1.4; Rin1 Abl inh: 2.1; SKN-1 block: 0.3; eLon inh: 1.4

What do the screens show for `CC(=O)c1c(C)[nH]c(=S)c(C#N)c1-c1ccc(Cl)cc1`?
NRP1-CendR mod: 18.5; MT1-MMP act inh: 1.2; PABP1 MLLE inh: 11.6; Neddylation inh: inactive; MsrA act: -0.1; FAS TE block: -1.1; Rin1 Abl inh: -0.1; SKN-1 block: -4.7; eLon inh: -11.2

Results for COc1ccc(C(C)(C)C)cc1NC(=O)CN(C)C1=NS(=O)(=O)c2ccccc21 ?
NRP1-CendR mod: -8.1; MT1-MMP act inh: -1.7; PABP1 MLLE inh: -40.4; Neddylation inh: inactive; MsrA act: -5.3; FAS TE block: 7.7; Rin1 Abl inh: 1.8; SKN-1 block: -9.6; eLon inh: -2.7

Results for Cc1ccc(S(=O)(=O)N2CCOCC2)cc1C(=O)OCC(=O)NC1CCCC1 ?
NRP1-CendR mod: -1.0; MT1-MMP act inh: -0.7; PABP1 MLLE inh: 7.3; Neddylation inh: inactive; MsrA act: -3.1; FAS TE block: -7.1; Rin1 Abl inh: 3.2; SKN-1 block: 2.4; eLon inh: 3.0

What do the screens show for `C=CCOC(=O)C1=C[C@@H](c2ccc(C(F)(F)F)cc2)[C@H](CCCO)[C@@H](OCC)O1`?
NRP1-CendR mod: 4.5; MT1-MMP act inh: -11.7; PABP1 MLLE inh: 16.0; Neddylation inh: inactive; MsrA act: -1.1; FAS TE block: 5.7; Rin1 Abl inh: -0.1; SKN-1 block: 6.5; eLon inh: 10.2

How did CCOc1ccccc1N=C1SC(CC(=O)Nc2ccc(OC)cc2OC)C(=O)N1CCC1=CCCCC1 (centres undefined) do in these assays?
NRP1-CendR mod: -17.6; MT1-MMP act inh: -20.4; PABP1 MLLE inh: -15.1; Neddylation inh: inactive; MsrA act: -1.6; FAS TE block: 30.3; Rin1 Abl inh: 4.3; SKN-1 block: 3.1; eLon inh: -13.5
